Tb PYK inh – qHTS of Trypanosoma Brucei Inhibitors. Potency, µM (doses to about 76.8 µM), inactives show at the top dose activity, negative = inhibition, hits mostly inhibitors. 410,000 compounds, 0.12% hits. pyruvate kinase (Trypanosoma brucei), Q57TT1. TbPYK enzyme, Kinase-Glo Plus ATP luminescence, 45 min; note: potency is the fitted concentration of half-maximal effect; % is set by controls: 0 for no effect and ±100 for the full control effect; nearly all actives have a fitted effect of over 50% in size
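Readout: single end-point luminescence (Kinase-Glo Plus, 10 min). Reaction conditions were TbPYK/substrate plus 130 uM ADP, 45 min at RT, pH 7.2 TEA buffer. No-enzyme wells served as controls, and data were normalized before concentration-response fitting.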
Shiga toxin inh – A qHTS for Small Molecule Inhibitors of Shiga Toxin. 290,000 compounds, 9.2% hits. inhibition, % at 38.7 µM. Vero cells, Shiga toxin protein synthesis inhibition reporter. AID 2315, 2010; in the data active = inhibition mostly above about 28%, no sharp cut-off; inactive = mostly below about 43%; note: 0% is about no effect
LmPK inh – qHTS Assay for Inhibitors of Leishmania Mexicana Pyruvate Kinase (LmPK); Potency, µM (top dose mostly 57.5 µM), for inactives: at the top dose activity change, negative = inhibition, actives largely listed as inhibitors; Q27686; 290,000 compounds, 0.37% hits; purified LmPK, Kinase-Glo ATP luminescence, 1 h; AID 1721, 2009; note: potency is the fitted concentration of half-maximal effect; % is set by controls: 0 for no effect and ±100 for the full control effect
Target sequence (Q27686 whole entry, looked up): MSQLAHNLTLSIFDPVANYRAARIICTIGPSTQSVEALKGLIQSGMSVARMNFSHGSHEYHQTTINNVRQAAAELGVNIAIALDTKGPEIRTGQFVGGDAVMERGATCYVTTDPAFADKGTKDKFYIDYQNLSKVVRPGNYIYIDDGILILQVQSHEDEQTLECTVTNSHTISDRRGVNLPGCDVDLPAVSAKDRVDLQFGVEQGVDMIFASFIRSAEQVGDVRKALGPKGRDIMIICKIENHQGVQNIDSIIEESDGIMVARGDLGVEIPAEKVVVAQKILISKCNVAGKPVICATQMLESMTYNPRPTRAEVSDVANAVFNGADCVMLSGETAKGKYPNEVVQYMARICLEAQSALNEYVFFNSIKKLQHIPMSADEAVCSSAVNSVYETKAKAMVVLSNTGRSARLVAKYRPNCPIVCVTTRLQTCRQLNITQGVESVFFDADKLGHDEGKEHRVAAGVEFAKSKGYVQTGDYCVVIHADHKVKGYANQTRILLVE
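ATP generated from ADP (0.1 mM) and PEP (0.5 mM) by 0.1 nM LmPK over 1 h at room temperature (pH 7.2 imidazole buffer) was detected by coupled luciferase luminescence. Values were normalized to uninhibited and no-enzyme wells.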
CHX counter – Cycloheximide Counterscreen for Small Molecule Inhibitors of Shiga Toxin. cell reporter, cycloheximide protein synthesis inhibition counterscreen. max response, %. 300,000 compounds, 12% hits. AID 2314, 2010; in the data active = max response mostly above about 13%, no sharp cut-off; inactive = mostly below about 14%; note: read at 38.3 µM for the half of the compounds with a filed dose; 0% is about no effect
HCV inhibitor – qHTS Assay for Inhibitors of Hepatitis C Virus (HCV). Huh7.5.1 HCVcc-Cre infection, luciferase reporter, 44 h. Potency, µM (series often up to 41.8 µM), inactives show at the top dose activity change, negative = inhibition, usual class: inhibitors. 340,000 compounds, 3.4% hits; note: potency is the fitted concentration of half-maximal effect; % is set by controls: 0 for no effect and ±100 for the full control effect
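Whole-lifecycle infectious HCVcc-Cre system; cells 1,000/well, compound then virus (~0.5 moi) added 4 h after plating, 44 h culture. Luciferase read 15 sec following 15 min substrate incubation, room temp.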
Pf growth 48h – Primary qHTS for delayed death inhibitors of the malarial parasite plastid, 48 hour incubation; P. falciparum luciferase growth in erythrocytes, 48 h; Potency, µM (top dose mostly 28.7 µM), inactives show top-dose activity change, negative = inhibition, hits mostly inhibitors; 310,000 compounds, 5.9% hits; AID 504832, 2011; note: potency is the fitted concentration of half-maximal effect; % is set by controls: 0 for no effect and ±100 for the full control effect
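Luciferase-expressing P. falciparum in infected erythrocytes (2% hematocrit, 0.1% parasitemia final) in RPMI 1640/0.5% Albumax were exposed to compound for 48 hours at 37 C, 5% CO2; growth read as luminescence.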
Pf growth 96h – Primary qHTS for delayed death inhibitors of the malarial parasite plastid, 96 hour incubation | P. falciparum luciferase reporter growth, 96 h | Potency, µM (doses to about 28.7 µM), inactives show top-dose activity change, negative = inhibition, usual class: inhibitors | 320,000 compounds, 6.9% hits; note: potency is the fitted concentration of half-maximal effect; % is set by controls: 0 for no effect and ±100 for the full control effect
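Plates of compound plus infected erythrocytes (2% hematocrit, 0.05% parasitemia final) incubate 96 hours, 37 C, 5% CO2. Detection reagent added; reduced luminescence from the parasites' luciferase reporter flags inhibition.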
Starred values were filed as active, the others as inactive; i = inactive; ? = inconclusive; . = not tested or not shown; & = joins results of further samples; [ ] = dose if it differs, or a comment. Unless noted, calls come from the whole dose curve; as a rule, active = well fitted curve in the direction sought with a large enough effect; inconclusive = small, poorly fitted or top-dose-only effect, or another doubt; inactive = no such curve, though single readings can be large; an effect the other way counts as inactive or inconclusive.

The line under a structure holds: Tb PYK inh	Shiga toxin inh	LmPK inh	CHX counter	HCV inhibitor	Pf growth 48h	Pf growth 96h
Cc1cc2cc(C)c3nnc(SCC(=O)NCc4ccco4)n3c2cc1C
 : -6.1%	3.2	-0.6%	9.3	-29.7%	26.7%	-0.6%
COc1ccc(N(CC(=O)Nc2ccccc2Cl)S(=O)(=O)c2ccc(C)cc2)cc1OC
 : -1.6%	-4.3	-5.3%	0.8	?	?	9.6%
COc1ccccc1N(CC(O)CN1CCOCC1)S(=O)(=O)c1ccccc1 (stereo unspecified)
 : -0.5%	-12.1	2.5%	-7.0	-2.6%	0.0%	-6.1%
CC(=O)Nc1cccc(NC(=O)c2c(-c3ccccc3Cl)noc2C)c1
 : 4.3%	-14.9	8.7%	5.5	?	-2.9%	51.8%[activator]
c1ccc2c(c1)nc(CN1CCOCC1)n1c3ccccc3nc21
 : -3.9%	-1.6	-2.0%	1.1	-18.4%	?	-24.6%
COCCNC(=S)Nc1ccccn1
 : -13.4%	5.9	2.1%	-2.2	7.5%	-12.3%	11.1%
Cc1c(Cl)cccc1NC(=O)Cn1nc(C)n2cccc2c1=O
 : -11.1%	3.3	-0.9%	8.1	18.2%	-0.3%	-11.4%
O=C(CC1Sc2ccccc2NC1=O)NCc1ccc(Cl)cc1 (stereo unspecified)
 : -6.4%	-9.3	2.0%	1.0	13.3%	15.5%	5.4%
CCOC(=O)COc1coc(CN2CCN(c3ccc(F)cc3)CC2)cc1=O
 : 0.9%	-13.4	-11.9%	-0.5	-13.8%	5.2%	?
CN1CCN(C(=S)NC(=O)c2ccco2)CC1
 : -0.6%	3.6	-0.6%	8.2	-4.8%	26.0%	18.1%
CCOc1cc(/C=C2\SC(=N)N(c3nccs3)C2=O)ccc1OCCN1CCOCC1
 : ?	-4.9	?	-3.3	-10.9%	?	4.15µM*
CC(C)c1ccc(CNc2nnnn2C)cc1
 : -0.3%	-7.2	1.1%	-0.9	23.4%	-11.0%	-22.0%
COc1ccc(NC(=O)c2ccc(S(=O)(=O)NCc3cccnc3)cc2)cc1
 : -0.2%	30.9	2.7%	9.5*	?	-10.6%	16.7%
Cc1cc(NS(=O)(=O)c2ccc(NC(=O)CSc3nc4sc(C(=O)O)c(C)c4c(=O)[nH]3)cc2)no1
 : -25.5%	-13.9	-17.6%	-2.3	12.0%	-8.8%	-67.9%
COc1ccc(C(=O)Nc2cnccn2)cc1[N+](=O)[O-]
 : 3.5%	-6.5	-5.6%	0.6	6.7%	18.9%	?
CS(=O)(=O)N1CCN(c2nnc(-c3ccccc3)c3ccccc23)CC1
 : 2.0%	-18.9	-2.9%	-4.0	-3.8%	-23.5%	-6.7%
O=C(Nc1ccccc1)Nc1ccc2ocnc2c1
 : -0.7%	67.2*	-23.5%	42.1*	32.9%[activator]	i	419.5%[activator]
COc1ccc(N2CS(=O)CC2=O)cc1 (stereo unspecified)
 : -4.0%	-4.7	7.9%	-0.7	-5.9%	8.1%	34.1%[activator]
COc1ccc(C2(c3ccc(OC)cc3)NC(=O)N(CC(=O)NCC(C)c3ccccc3)C2=O)cc1 (stereo unspecified)
 : 1.7%	.	.	.	?	11.7µM*	11.7µM*
Cc1ccc(C)c(NC(=S)N(CCc2nc3cc(C)c(C)cc3[nH]2)Cc2cccnc2)c1
 : -8.4%	10.5	5.5%	-1.3	24.4%	?	-9.5%
CCc1ccc2nc(N3CCN(C(=O)C(C)(C)C)CC3)sc2c1
 : -25.2%	55.5*	-10.3%	23.2*	?	15.2%	?
Cc1cc(NC(=O)CSc2ccccc2)no1
 : -7.2%	42.9	-0.1%	-0.7	9.1%	11.4%	.
CCCS(=O)(=O)N1CCC(C(=O)NCCCN2CCC(Cc3ccccc3)CC2)CC1
 : -3.4%	24.4	-2.2%	5.6	?	4.6%	.
CC(NC(=O)CCc1nnc(C2CCCCC2)o1)c1ccc(F)cc1 (stereo unspecified)
 : 0.9%	3.6	4.8%	0.6	9.4%	40.2%[activator]	8.6%
CCC(=O)Nc1ccc(NC(=O)c2cc3ccccc3o2)cc1
 : -4.8%	82.6*	-10.0%	69.6*	-27.6%	55.2%[activator]	?
CCOC(=O)CC1CCCCN1C(=O)CCCn1nnnc1CN1CCOCC1 (stereo unspecified)
 : -5.4%	-17.6	-7.2%	2.4	11.8%	7.5%	31.0%[activator]
O=C(O)CCN1C(=O)c2ccc(NC(=O)CSCc3ccccc3)cc2C1=O
 : 1.3%	3.8	0.9%	-2.0	-0.1%	5.3%	-3.7%
O=C(CC(=O)Nc1ccccn1)Nc1ccccn1
 : 5.9%	14.7	0.3%	18.0*	7.7%	144.2%[activator]	9.28µM*
CC(=O)Nc1ccccc1C(F)(F)F
 : 6.2%	-6.9	-1.1%	-1.7	0.3%	?	5.6%
CCC(=O)Nc1nnc(S(=O)(=O)N2CCc3ccccc32)s1
 : 2.1%&0.5%	-5.6	-0.3%	-0.6	-3.9%	20.5%	33.8%[activator]
COc1ccccc1CC(=O)NCCc1ccc(S(N)(=O)=O)cc1
 : -14.6%	-7.4	1.6%	-0.7	4.2%	-2.3%	-2.7%
Cc1cc[n+](-c2[nH]c(=O)sc2/C=N/N=C(\[O-])c2ccncc2)cc1C
 : 3.2%	-5.3	3.9%	-1.8	11.7%	6.5%	-0.9%
CCOC(=O)c1c(S(=O)(=O)NCC(C)c2ccccc2)c(C)n(C)c1C (stereo unspecified)
 : 4.8%	-10.8	0.4%	7.4	2.0%	?	?
COc1ccc(OC)c(S(=O)(=O)Nc2cccc(F)c2)c1
 : -7.8%	2.6	2.4%	-6.8	7.8%	-1.0%	.
CCNC(=O)NC(=O)C(C)Sc1ccc2c(c1)OCCO2 (stereo unspecified)
 : -12.4%	-9.8	-9.3%	-2.2	?	12.2%	.
CN(Cc1cnccn1)C(=O)CC1C(=O)NCCN1Cc1ccc(F)cc1Cl (stereo unspecified)
 : 0.4%	-31.1	-10.1%	4.6	17.0%	4.7%	?
Cc1ccn2c(NC3CCCCC3)c(C(C)C)nc2c1
 : 1.4%	39.0	3.6%	6.8	-1.0%	?	?
COC(=O)c1ccc(C(=O)OCc2nc3cc4ccccc4cc3[nH]2)cc1
 : -0.3%	14.1*	5.2%	29.5*	-5.4%	63.0%[activator]	?
CCN1CCC2(CCN(Cc3cn[nH]c3-c3ccc(OC)c(F)c3)C2)C1 (stereo unspecified)
 : 2.1%	-4.9	4.7%	-2.5	1.3%	?	10.4µM*
CCOc1ccc2[nH]c(=O)c(C(c3nnnn3CCOC)N3CCOCC3)cc2c1 (stereo unspecified)
 : 3.3%	-5.1	-4.0%	-1.5	7.8%	-3.1%	?
CSCC[C@H](N)C(=O)NCC1CCC(C(=O)Nc2ccc3c(c2)OCO3)CC1 (stereo partly specified)
 : -2.8%	-4.1	-6.5%	-1.8	?	-0.5%	?
COc1ccc(NC2CCCN(C(=O)Cn3ccc(C)n3)C2)cc1OC (stereo unspecified)
 : 7.3%	-2.7	-3.9%	-1.5	4.1%	-14.8%	5.22µM*
COc1cc2oc3ccccc3c2cc1N(CC(=O)N1CCCCC1)S(=O)(=O)c1ccc(C)cc1
 : 2.5%	15.9	-0.8%	0.9	?	?	?
COc1ccc(OCCCC(=O)Nc2cccc(C(C)=O)c2)cc1
 : 0.0%	-3.8	-5.2%	-1.7	-14.4%	1.6%	-1.1%
O=C(CSc1nnc(-c2ccccc2O)o1)NC1CCCCC1
 : 0.7%	-7.6	-3.9%	-5.4	-3.4%	7.7%	64.5%[activator]
COc1ccccc1Oc1ncnc2sccc12
 : 2.0%	-10.3	5.2%	20.0	-3.9%	12.8%	20.5%
COc1ccc(CNC(=O)Nc2ccc([N+](=O)[O-])cc2)cc1
 : 3.7%	38.5	.	16.8	-15.8%[8.37 µM]	.	.
CC(=O)COC(=O)CNC(=O)c1ccc(Br)cc1
 : -18.6%	-5.3	2.0%	-2.3	7.0%	3.1%	.
CN1C(=O)C2CN(CCc3ccccc3)CNC2N(C)C1=O (stereo unspecified)
 : 0.0%	1.9	2.4%	-3.0	9.9%	6.3%	40.9%[activator]
CC(C)Oc1ccc(S(=O)(=O)N2CCOCC2)cc1NC(=O)Cc1cccs1
 : -2.3%	.	.	.	-15.4%	13.1µM*	?
CCOC(=O)COc1ccc(S(=O)(=O)NCc2ccco2)cc1
 : -30.2%	-15.2	5.7%	-2.6	20.5%	7.5%	14.2%
Cc1noc(C)c1CN(C(=S)NC1CC2CCC1C2)c1ccccc1 (stereo unspecified)
 : -1.2%	37.2	3.6%	1.8	-34.9%	11.7µM*	-29.2%
O=C(CNC(=O)c1ccccc1F)OCc1nc2ccc(Cl)cc2n1CCO
 : -4.5%	.	.	.	1.3%	-13.3%	?
COc1ccccc1C(=O)COC(=O)/C(=C/c1ccccc1)NC(C)=O
 : -3.2%	.	.	.	8.9%	17.9%	39.9%[activator]
COc1ccc2[nH]cc(CCn3ccc(O)c(C/C=C/c4ccccc4)c3=O)c2c1
 : -0.9%	0.6	4.5%	-2.7	?	9.28µM*	?
O=S(=O)(Nc1cccc2ccccc12)c1cccs1
 : -0.7%	3.7	1.1%	9.3*	-4.2%	?	44.2%[activator]
CCc1nc(Nc2ccccc2OC)c2oc3ccccc3c2n1
 : -9.6%	20.2	0.2%	8.5	?	?	?
COc1ccc(C)cc1N(CC(=O)Nc1cccnc1)S(=O)(=O)c1ccc(C)cc1
 : -3.5%	-13.5	-1.4%	-2.7	6.4%	?	.
Nc1c2c(nc3sc4c(c13)CCCC4)CCCCCC2
 : -8.3%	15.4	1.6%	2.1	-8.6%	9.7%	35.2%[activator]
Cc1nn(-c2cccc(C(F)(F)F)c2)c(=O)c2ccccc12
 : 0.1%	.	8.7%	15.6*	-13.6%	22.7%	2.0%
O=C(CCn1c(=O)oc2ccccc21)N1CCc2ccccc21
 : -11.9%	-5.7	1.2%	18.2	-10.0%	?	1.3%
Cc1ccc(C2NC(=S)NC3=C2C(=O)CC(C)(C)C3)cc1 (stereo unspecified)
 : -4.4%	-5.0	-0.8%	-0.5	0.7%	16.6%	8.0%
Cc1ccc(CC(=O)Nc2ccncc2)cc1
 : 0.5%	5.7	0.3%	12.8	12.6µM*	40.3%[activator]	?

One compound at a time, as listed above. Order of screens: Tb PYK inh	Shiga toxin inh	LmPK inh	CHX counter	HCV inhibitor	Pf growth 48h	Pf growth 96h
Profile of Cc1cc[n+](-c2[nH]c(=O)sc2/C=N/N=C(\[O-])c2ccncc2)cc1C : 3.2%	-5.3	3.9%	-1.8	11.7%	6.5%	-0.9%
Profile of O=C(CNC(=O)c1ccccc1F)OCc1nc2ccc(Cl)cc2n1CCO : -4.5%	.	.	.	1.3%	-13.3%	?

Assay outcomes as filed in PubChem BioAssay.
